Tau fibril ThT: tau fibrillization inhibition (ThT binding). actives 2.1% (n = 270,000). Potency, µM (doses to about 57.4 µM), for inactives: top-dose activity, negative = inhibition, actives largely listed as inhibitors. recombinant tau K18 P301L, heparin-induced fibrillization, ThT fluorescence. P10636; also: % is scaled to controls: 0 for no effect and ±100 for the full control effect; nearly all actives have a fitted effect of over 55% in size
Target sequence (P10636 561-689 P618L limits assumed): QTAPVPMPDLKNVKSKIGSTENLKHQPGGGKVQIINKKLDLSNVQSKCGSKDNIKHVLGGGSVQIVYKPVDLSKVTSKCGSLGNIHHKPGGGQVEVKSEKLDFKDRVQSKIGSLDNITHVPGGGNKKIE
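Tau K18 P301L fragment (15 uM unlabeled plus 0.24 uM Alexa 594-labeled) in 100 mM sodium acetate pH 7 with compound, fibrillization induced by 20 uM heparin for 6 hr at 37 C. Thioflavin T (30 uM) added, fluorescence read after 1 hr (ex 450, em 510 nm).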
Tau FP inhib: tau fibrillization inhibition (FP); K18 P301L tau heparin fibrillization, Alexa594 FP, 6 h; Potency, µM (top dose mostly 57.7 µM), inactives show at the top dose activity, negative = inhibition, actives largely listed as inhibitors; actives 0.39% (n = 280,000); AID 1468; also: % is scaled to controls: 0 for no effect and ±100 for the full control effect; nearly all actives have a fitted effect of over 55% in size
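Steps: dispense K18 P301L tau (15 uM plus 0.24 uM Alexa 594 tracer, final) in pH 7 sodium acetate; add compound; add heparin (20 uM final); incubate 6 hr, 37 C; add ThT (30 uM final); after 1 hr ambient, read FP.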
L3MBTL1 block: inhibitors of human L3MBTL1; Q9Y468; AlphaScreen L3MBTL1–H3K9me1 peptide binding; Potency, µM (doses to about 57.1 µM), for the others: at the top dose activity, negative = inhibition, most hits filed as inhibitors; actives 0.66% (n = 230,000); AID 485360; also: % is scaled to controls: 0 for no effect and ±100 for the full control effect; nearly all actives have a fitted effect of over 60% in size
Target sequence (Q9Y468 whole entry, looked up): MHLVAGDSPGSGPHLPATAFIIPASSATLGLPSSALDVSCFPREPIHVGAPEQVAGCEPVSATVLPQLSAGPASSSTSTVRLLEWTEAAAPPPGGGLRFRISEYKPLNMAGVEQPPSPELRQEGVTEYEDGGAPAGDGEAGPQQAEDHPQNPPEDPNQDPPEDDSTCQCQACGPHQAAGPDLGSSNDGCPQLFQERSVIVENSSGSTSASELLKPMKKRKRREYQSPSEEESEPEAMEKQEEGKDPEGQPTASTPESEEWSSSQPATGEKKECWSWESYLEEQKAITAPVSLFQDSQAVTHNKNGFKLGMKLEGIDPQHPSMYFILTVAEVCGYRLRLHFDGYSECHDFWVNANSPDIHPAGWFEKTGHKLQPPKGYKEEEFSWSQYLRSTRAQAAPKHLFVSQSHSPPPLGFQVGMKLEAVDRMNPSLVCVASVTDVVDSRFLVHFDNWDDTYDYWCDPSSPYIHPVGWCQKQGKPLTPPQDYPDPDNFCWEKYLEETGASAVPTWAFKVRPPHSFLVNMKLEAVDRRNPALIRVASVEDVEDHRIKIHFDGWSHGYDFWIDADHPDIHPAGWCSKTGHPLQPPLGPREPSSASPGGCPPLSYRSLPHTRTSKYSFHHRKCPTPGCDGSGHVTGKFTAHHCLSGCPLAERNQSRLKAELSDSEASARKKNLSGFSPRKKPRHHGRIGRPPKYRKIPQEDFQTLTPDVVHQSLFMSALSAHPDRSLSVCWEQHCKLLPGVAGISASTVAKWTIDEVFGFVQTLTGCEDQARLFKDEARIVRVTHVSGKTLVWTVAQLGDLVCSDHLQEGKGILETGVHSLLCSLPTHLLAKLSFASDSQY
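First, the protein-peptide complex forms for 30 min at room temperature (L3MBTL1 50 nM, biotinylated H3K9me1 peptide 75 nM). Next, compounds are pin-transferred and incubated 30 min. Finally, AlphaScreen beads are added and read after 30 min.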
TRb-SRC2 inh: disrupts binding of human TR beta to SRC2; P10828; TRbeta-SRC2 peptide binding, fluorescence polarization; receptor liganded with 1 µM T3; Potency, µM (titrated, usually from 106 µM), for inactives: top-dose activity change, negative = inhibition, most hits filed as inhibitors; actives 0.065% (n = 280,000); AID 1469;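 also: plate controls were bound peptide for no effect and peptide without receptor for full effect; nearly all actives have a fitted effect of over 50% in size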
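Fluorescence polarization of 20 nM Texas Red SRC2 peptide with 0.6 uM human TRb ligand-binding domain, in Tris buffer with 1uM T3 and 5% DMSO. Incubated 5 hr ambient; normalized to unbound and bound controls.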
RECQ1 inh: inhibitors of human RECQ1 DNA helicase. P46063. RECQ1 DNA unwinding, red fluorescence kinetic read. Potency, µM (doses to about 57.3 µM), for inactives: top-dose activity, negative = inhibition, usual class: inhibitors. actives 0.54% (n = 240,000);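 also: plate controls were vehicle for no effect and no enzyme for full effect; nearly all actives have a fitted effect of over 30% in size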
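50 nM RECQ1T1 preincubated 15 min with compound in Tris pH 8.0 buffer with MgCl2, DTT, Tween-20 and 2.5 ug/ml poly(dI-dC); started with 200 nM TAMRA/BHQ-2 forked duplex and 2 mM ATP. Unwinding read as fluorescence (525/598 nm), two reads 2 h apart.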
Tau fluor cs: counter-screen for tau fibril formation inhibitors | tau K18 P301L Alexa594 fluorescence, heparin fibrillization | Potency, µM (series often up to 57.7 µM), inactives show top-dose activity change, negative = decrease | actives 0.93% (n = 280,000) | AID 1463; also: % is scaled to controls: 0 for no effect and ±100 for the full control effect; nearly all actives have a fitted effect of over 55% in size
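Human tau K18 P301L (15 uM unlabeled, 0.24 uM Alexa 594-labeled) in 100 mM sodium acetate pH 7 with 20 uM heparin, 6 hr at 37 C. ThT 30 uM added, 1 hr ambient; Alexa 594 FP and total fluorescence read at 555/632 nm.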
HTT cytoprotect: cytoprotection in Huntington HTT-Q103 PC12 cell model; PC12 HTT-Q103 induced, cytoprotection, ATP luminescence, 40 h; Potency, µM (series often up to 56.4 µM), without a hit: cytoprotection (ATP increase), most hits filed as activators; actives 0.14% (n = 230,000);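 also: % of control where 0% means no effect; nearly all actives have a fitted effect of over 45% in size; toxic huntingtin expression switched on by the ecdysone agonist tebufenozide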
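Rat PC12, Q103 Htt exon1-GFP fusion, ecdysone promoter; tebufenozide inducer 100 nM final; compound titration; qHTS, 1500 cells/well; ATPlite luminescent read.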
TR SRC2 fluor cs: alters Texas Red total fluorescence, flagging assay interference; actives 0.29% (n = 280,000); Potency, µM (titrated, usually from 106 µM), without a hit: at the highest dose fluorescence change, negative = quenching; TRb/SRC2 Texas Red total fluorescence interference; active = well fitted curve in either direction with a large enough effect; inconclusive = small, poorly fitted or top-dose-only effect; also: % is scaled to controls: 0 for no effect and ±100 for the full control effect
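Human TRβ ligand-binding domain (0.6 uM) and Texas Red SRC2 peptide (20 nM) in Tris buffer with 1 uM T3 and 5% DMSO were incubated with pinned compound for 5 hr at ambient temperature. Total fluorescence was computed as S + 2P (555/632 nm).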
* hit, by the source's call; i = inactive; ? = inconclusive; / = no result given; & = joins results of further samples; [ ] = remark or other dose. Unless noted, calls follow the shape of the dose curve; as a rule, active = well fitted curve in the direction sought with a large enough effect; inconclusive = small, poorly fitted or top-dose-only effect, or another doubt; inactive = no such curve, though single readings can be large; an effect the other way counts as inactive or inconclusive. Potency is read from the fitted curve at half-maximal effect. This is a subset; the hit share may differ from the screen's.

#1 COc1ccc(C(=O)Nc2nc(-c3nnn(-c4ccc(C(C)C)cc4)c3C)ns2)cc1
#2 Cc1ccccc1NS(=O)(=O)c1ccc(C)c(NS(C)(=O)=O)c1C
#3 CCNc1nc(SC)nc(N(C#N)CC(=O)OC)n1
#4 COc1ccc(NC(=O)CSc2nnc(CNC(=O)c3ccco3)o2)c(OC)c1
#5 c1ccc(Nc2cc(Nc3ccccc3)[nH]n2)cc1
#6 O=C(c1ccc2c(c1)OCO2)N1CCN(c2ccccc2)CC1
#7 CC(=O)N/C(=C/c1ccc2c(c1)OCO2)C(=O)NCCCO
#8 O=C(Nc1cc(Cl)cc(Cl)c1)c1ccc(F)c(S(=O)(=O)N2CCCCCC2)c1
Assay by compound | 1 | 2 | 3 | 4 | 5 | 6 | 7 | 8
Tau fibril ThT | ? | 10% | -13% | -10% | ? | -3% | -3% | -6%
Tau FP inhib | -15% | 2% | -3% | 5% | -3% | -1% | 8% | ?
L3MBTL1 block | / | 5% | / | / | -7% | 11% | -4% | /
TRb-SRC2 inh | -7% | -5% | 4% | 1% | -28% | 2% | -9% | 4%
RECQ1 inh | / | i | -8% | -2% | i | i | -2% | /
Tau fluor cs | -9% | 7% | -6% | 0% | ? | 4% | -2% | ?
HTT cytoprotect | / | / | -2% | 11% | -16%[10 µM] | -11% | -1%[10 µM] | /
TR SRC2 fluor cs | -1% | 0% | 0% | -2% | -1% | -5% | -2% | -1%

#9 CCN(CC)C(=O)C1CCCN(Cc2nc(-c3cnccn3)no2)C1 (configuration not stated)
#10 CCCC(=O)OCCn1c(Br)nc2c1c(=O)[nH]c(=O)n2C
#11 COC(=O)c1sccc1NC(=O)c1ccc(OC)cc1
#12 C=C(C)c1cccc(C(C)(C)NC(=O)N2CCN(CC)CC2)c1
#13 O=C(COC(=O)C(Cc1c[nH]c2ccccc12)NC(=O)c1ccc(Br)cc1)c1ccc(Cl)cc1 (configuration not stated)
#14 Cc1ccccc1Nc1sc(C(=O)Nc2cccc(Cl)c2)c(N)c1C(N)=O
#15 CCCOc1ccc(N2C(=O)CC(S/C(N)=N/N=C(\C)c3cccs3)C2=O)cc1 (configuration not stated)
#16 Cc1ccc(-c2nn(-c3cccc(F)c3)cc2CN(Cc2nccn2C)C(C)C)o1
Assay by compound | 9 | 10 | 11 | 12 | 13 | 14 | 15 | 16
Tau fibril ThT | -8% | -3% | ? | -4% | 3% | ? | -17% | -13%
Tau FP inhib | -10% | -1% | -7% | 3% | ? | 13% | -9% | -4%
L3MBTL1 block | 4% | 2% | 1% | -23% | / | -14% | -7% | -11%
TRb-SRC2 inh | -5% | -16% | -4% | 1% | -3% | -10% | 1% | 0%
RECQ1 inh | 0% | -17% | -9% | -1% | / | i | -18% | i
Tau fluor cs | -4% | -3% | -20% | 1% | ? | ? | ? | -5%
HTT cytoprotect | 20% | -8%[10 µM] | -77%[inhibitor] | 1%[10 µM] | / | -13%[10 µM] | 7% | -20%[10 µM]
TR SRC2 fluor cs | -1% | 2% | 2% | -1% | -8% | 1% | 0% | -1%

#17 CCc1cccc(CC)c1NC(=O)c1cc(CN2C(=O)c3ccccc3C2=O)ccc1OC
#18 CCOc1ccc(N(C)S(=O)(=O)c2ccc3c(c2)CCCN3C(C)=O)cc1
#19 CCN(CC)CCN(CC(=O)N(C1CCCCC1)C1CCCCC1)C(=O)c1ccco1
#20 O=C(CSc1ccc2ccccc2n1)NCCC1=CCCCC1
#21 CC(Cl)C(=O)Nc1cc(C(F)(F)F)ccc1N1CCOCC1 (configuration not stated)
#22 CC(=O)c1cccc(Nc2ncnc3c2cnn3-c2cccc(Cl)c2)c1
#23 COc1cc2c(cc1OC)C(c1ccc(N)cc1)=NNC(=O)C2
#24 O=S(=O)(Nc1ccccc1)c1ccc2c(c1)CCO2
Assay by compound | 17 | 18 | 19 | 20 | 21 | 22 | 23 | 24
Tau fibril ThT | -10% | ? | -6% | ? | -1% | 0% | -7%&-10% | -10%
Tau FP inhib | 5% | 1% | 2% | -7% | -5% | ? | -5%&2% | 4%
L3MBTL1 block | 5% | / | / | 13% | / | / | / | -3%
TRb-SRC2 inh | 4% | -1% | -6% | -3% | 4% | 8% | 2%&10% | -5%
RECQ1 inh | -11% | / | -3% | -11% | i | / | -4% | i
Tau fluor cs | -3% | -19% | -1% | -14% | -8% | ? | -9%&-6% | -15%
HTT cytoprotect | 29%[10 µM] | / | -51%[inhibitor] | 32%[10 µM] | -15% | / | -37%[inhibitor] | 20%[10 µM]
TR SRC2 fluor cs | 0% | 5% | -2% | -1% | -1% | -1% | -4%&1% | -2%

#25 CCCc1nn(C)c(C(=O)Nc2ccc(C(C)(C)C)cc2)c1Cl
#26 Cc1nn(C)c(C)c1CNC(=O)Nc1cccc(Cl)c1
#27 COC(=O)Nc1nn(-c2ccc(C)cc2)c(=O)c(C#N)c1C
#28 CCOC(=O)c1ccc(NC(=O)NC2CCN(CC(=O)NCc3ccc4c(c3)OCO4)CC2)cc1
#29 COCCNC(=O)c1ccc(CS(=O)(=O)c2ccc(OC)cc2)o1
#30 CCOc1ccccc1CN1C(=O)c2ccccc2C1C(=O)NC1CCCCCC1 (configuration not stated)
#31 CCOc1cccc2cc(C(=O)Nc3ccccc3-c3ccccc3)c(=O)oc12
#32 COC(=O)Cn1c(SCCOc2ccccc2Cl)nc2ccccc21
Assay by compound | 25 | 26 | 27 | 28 | 29 | 30 | 31 | 32
Tau fibril ThT | ? | -14% | -5% | -10% | -1% | -15% | 0% | ?
Tau FP inhib | 7% | -14% | 1% | -9% | 13% | 3% | -1% | 2%
L3MBTL1 block | 35%[activator] | / | 7% | 4% | -4% | / | 1% | /
TRb-SRC2 inh | -5% | -2% | -6% | 3% | -5% | 1% | -6% | 6%
RECQ1 inh | -6% | -13% | 25% | i | 3% | / | 4% | /
Tau fluor cs | -7% | -18% | 1% | -13% | 3% | -4% | -2% | -19%
HTT cytoprotect | / | -57%[inhibitor] | -19% | -23% | -6%[10 µM] | / | 2%[10 µM] | /
TR SRC2 fluor cs | -4% | 0% | -1% | -3% | 2% | ? | -6% | -3%

#33 O=C(CCCSc1ccccc1)Nc1nc(-c2ccco2)c(-c2ccco2)s1
#34 Cc1cccc(N2CCN(C(=O)CC(NC(=O)c3ccccc3)c3ccccc3)CC2C)c1 (configuration not stated)
#35 Cc1ccc(C(=O)NCCN2CCOCC2)cc1Cl
#36 CC(=O)c1ccc(N2C(=O)N(Cc3cccc(C(F)(F)F)c3)c3ccccc3S2(=O)=O)cc1
#37 CCCCn1nnnc1SCC(=O)Nc1ccc(N(C)C)cc1
#38 CC1(C(=O)O)CCC(C(=O)Nc2ccc(S(N)(=O)=O)cc2)C1(C)C (configuration not stated)
#39 CCCCNC(=S)NC(C)(C)CO
#40 O=C(COc1ccccc1Cl)NCCc1ccc2c(c1)OCCO2
Assay by compound | 33 | 34 | 35 | 36 | 37 | 38 | 39 | 40
Tau fibril ThT | ? | -5% | 9% | 9% | ? | -2% | 5% | 2%
Tau FP inhib | 1% | 6% | 10% | -15% | 11% | -2% | 3% | -3%
L3MBTL1 block | 22µM* | -11% | 6% | / | / | 5% | 2% | 2%
TRb-SRC2 inh | 9% | -5% | -17% | 2% | 11% | -19% | 0% | -7%
RECQ1 inh | -19% | -10% | -10% | / | -7% | -23% | 2% | -3%
Tau fluor cs | ? | -5% | 3% | -28% | -20% | 2% | 5% | 1%
HTT cytoprotect | 10%[10 µM] | 13%[10 µM] | 4%[10 µM] | / | -9% | 0% | -14% | 21%[10 µM]
TR SRC2 fluor cs | -2% | 3% | 1% | -1% | 0% | 2% | -1% | -3%

Copied from above: entries 34 to 40
#34 Cc1cccc(N2CCN(C(=O)CC(NC(=O)c3ccccc3)c3ccccc3)CC2C)c1 (configuration not stated)
#35 Cc1ccc(C(=O)NCCN2CCOCC2)cc1Cl
#36 CC(=O)c1ccc(N2C(=O)N(Cc3cccc(C(F)(F)F)c3)c3ccccc3S2(=O)=O)cc1
#37 CCCCn1nnnc1SCC(=O)Nc1ccc(N(C)C)cc1
#38 CC1(C(=O)O)CCC(C(=O)Nc2ccc(S(N)(=O)=O)cc2)C1(C)C (configuration not stated)
#39 CCCCNC(=S)NC(C)(C)CO
#40 O=C(COc1ccccc1Cl)NCCc1ccc2c(c1)OCCO2
Assay by compound | 34 | 35 | 36 | 37 | 38 | 39 | 40
Tau fibril ThT | -5% | 9% | 9% | ? | -2% | 5% | 2%
Tau FP inhib | 6% | 10% | -15% | 11% | -2% | 3% | -3%
L3MBTL1 block | -11% | 6% | / | / | 5% | 2% | 2%
TRb-SRC2 inh | -5% | -17% | 2% | 11% | -19% | 0% | -7%
RECQ1 inh | -10% | -10% | / | -7% | -23% | 2% | -3%
Tau fluor cs | -5% | 3% | -28% | -20% | 2% | 5% | 1%
HTT cytoprotect | 13%[10 µM] | 4%[10 µM] | / | -9% | 0% | -14% | 21%[10 µM]
TR SRC2 fluor cs | 3% | 1% | -1% | 0% | 2% | -1% | -3%

Next entries follow.
#41 COc1ccc(N(Cc2cccs2)C(=O)COc2cccc(Cl)c2)cc1
#42 O=C(OCC#CCSc1nnc(-c2cccc3ccccc23)o1)c1cccs1
#43 CC(=O)C1=C(O)C(=O)OC1c1ccc(Cl)cc1 (configuration not stated)
#44 N#Cc1ccccc1Sc1ccccc1C(=O)OCC(=O)NC1CCCCC1
#45 CC(=O)N1CCC2(CC1)OC(=O)C(C)=C2C(=O)Nc1cc(C)ccc1C
Assay by compound | 41 | 42 | 43 | 44 | 45
Tau fibril ThT | -10% | ? | / | ? | 0%
Tau FP inhib | 4% | -5% | 4% | -1% | -5%
L3MBTL1 block | / | 32%[activator] | / | -1% | /
TRb-SRC2 inh | -4% | 4% | -3% | 1% | 2%
RECQ1 inh | / | -13% | 0% | i | /
Tau fluor cs | -17% | -29% | 14% | 9% | -1%
HTT cytoprotect | / | -38% | 19%[10 µM] | 9%[10 µM] | /
TR SRC2 fluor cs | 1% | 2% | -2% | -2% | -5%
